# High-throughput results from PubChem BioAssay.
# All columns: NCI-60 one-dose screen, growth in % after 48 h at 10 µM unless noted; 100 = growth as untreated, 0 = no growth, -100 = all killed.
# HS 578T: HS 578T breast cancer; actives 4.1% (n = 78,000); AID 1794788
# T-47D: T-47D breast cancer; actives 5% (n = 79,000); AID 1794792
# SK-MEL-2: SK-MEL-2 melanoma | actives 4.7% (n = 77,000)
# MALME-3M: MALME-3M melanoma | actives 5.8% (n = 78,000) | AID 1794766
# BT-549: BT-549 breast cancer; actives 4.4% (n = 78,000); AID 1794793
# UACC-62: UACC-62 melanoma. actives 5.4% (n = 81,000)
# UACC-257: UACC-257 melanoma; actives 4.4% (n = 78,000)
# LOX IMVI: LOX IMVI melanoma; actives 7.4% (n = 79,000); AID 1794757
# * = called active by the depositor; x = not tested or not shown; & = joins results of further samples. How the source made its calls: active means growth percent below 10; inactive means the rest. An unsorted share of the library (roughly 11% active in at least one column).
no.	compound	T-47D	HS 578T	UACC-257	UACC-62
1	CNC(=O)c1cccc(Cn2nc(C)c(NC(=O)c3ccc(COc4ccc(C(F)(F)F)cc4C)cc3)c2C)n1	7.5*	87.7	20.7	63.0
2	Oc1cccc(-c2nc(-c3nn(CN4CCOCC4)c(=S)o3)cc3c2[nH]c2ccccc23)c1	82.9	98.3	100.6	86.2
3	CN(C)c1ccc(/C=C(\C#N)c2nc3ccccc3n2C)cc1	40.2	x	43.9	35.0
4	O=C1NC(=O)c2c1c1c3ccccc3[nH]c1c1oc3ccc(F)cc3c21	24.4	82.2	95.1	46.1
5	Cc1ccc(-n2nc3n(/c2=N\C(=O)NS(=O)(=O)c2ccc(C)cc2)CCN3C2=NCCN2)cc1	78.3	99.7	98.1	95.9
6	O=[N+]([O-])c1cc(Cl)cc(Cl)c1OC1C=CCC1 (configuration not stated)	93.9	118.6	91.5	90.0
7	C=C1C(=O)O[C@H]2[C@H]1CC/C(COC(=O)CCCCCC(=O)OC/C1=C/CC[C@@]3(C)O[C@H]3[C@H]3OC(=O)C(=C)[C@@H]3CC1)=C\CC[C@@]1(C)O[C@@H]21	1.3*	18.7	48.2	8.5*
8	Cc1ccc(-c2nn(-c3ccccc3)cc2/C=C/C(=O)NNC(=O)c2ccc(Cl)cc2Cl)cc1	86.0	74.0	112.4	99.4
9	CCCCCCCCSc1nnc(-c2c(C)nc3ccc(Br)cn23)o1	84.7	104.4	84.6	74.4
10	CN(C)c1ccc(C(=O)CCCCCCC(=O)c2ccc(N(C)C)cc2)cc1	100.5	105.4	104.2	94.5

no.	BT-549	MALME-3M	LOX IMVI	SK-MEL-2
1	22.1	83.8	55.2	50.5
2	108.2	111.7	97.6	100.7
3	39.7	61.7	46.2	46.6
4	71.0	48.6	66.0	89.4
5	84.4	105.7	112.6	109.2
6	92.7	115.0	102.0	96.9
7	35.7	-11.1*	-53.5*	55.7
8	83.1	88.9	83.6	96.5
9	96.6	98.5	92.4	110.6
10	99.1	104.2	98.4	106.3

# Next part.
no.	compound	T-47D	HS 578T	UACC-257	UACC-62
11	COc1cc(CNC(=O)C23CCC(C)(C)CC2C2=CCC4[C@@]5(C)CC[C@H](OC(C)=O)C(C)(C)C5CC[C@@]4(C)[C@]2(C)CC3)ccc1O (some centres not stated)	32.0	x	71.1	56.7
12	O=[N+]([O-])c1ccc(Cl)c(C(F)(F)F)c1	x	103.3	101.7	112.6
13	O=C(NNC(=S)Nc1ccccc1)c1ccccn1	53.2	65.8	18.9	5.0*
14	CC12CCC(=O)C=C1CCC1C2C(O)CC2(C)C1CCC2(O)C(=O)CSc1ncnc2nc[nH]c12 (configuration not stated)	96.5	76.8	92.9	94.4
15	CC1=NN(c2nc(-c3ccccc3)c(C#N)c(=O)n2C)C(=O)C1	94.5	158.2	80.3	98.6
16	COC(=O)CC[C@@H](C)[C@H]1CC[C@H]2C3CC[C@@H]4C[C@@H]5CC[C@]4(C)[C@@]3(O5)[C@H](Br)[C@@H](Br)[C@]12C (some centres not stated)	73.7	111.8	x	86.3
17	CCOC(=O)NCC1(c2ccccc2)CCN(Cc2ccccc2)CC1	104.4	x	95.1	103.7
18	Nc1cccc2ccc(O)cc12	89.9&88.7	100.5&102.6	103.8&101.7	99.7&91.7
19	O=CNc1ccc(S(=O)(=O)c2ccc([N+](=O)[O-])cc2)cc1	73.9	83.7	72.4	75.4
20	C=C(C)[C@@H]1CC[C@]2(C(=O)OC)CC[C@]3(C)[C@H](CC[C@@H]4[C@@]5(C)C/C(=C/c6ccc(Cl)cc6)C(=O)C(C)(C)[C@@H]5CC[C@]43C)[C@@H]12	97.7	102.2	107.1	98.4

no.	BT-549	MALME-3M	LOX IMVI	SK-MEL-2
11	75.7	85.7	62.8	70.7
12	97.5	152.4	95.6	83.0
13	55.1	24.2	25.9	85.6
14	100.5	82.3	101.9	105.8
15	100.7	102.4	101.0	117.4
16	101.6	103.1	97.1	93.0
17	114.0	124.8	96.8	103.7
18	94.9&75.4	93.4&95.3	85.7&90.2	109.6&95.1
19	92.3	103.0	92.1	87.2
20	106.4	100.7	94.2	103.7

# Continued.
no.	compound	T-47D	HS 578T	UACC-257	UACC-62
21	COc1cccc(-c2nc3sccn3c2-c2ccnc(NCCNS(=O)(=O)c3ccc(F)cc3)c2)c1	-4.4*	52.4	40.0	-9.0*
22	CCCCCCCCCCCCSC(=N)N	-35.5*	92.1	14.0	107.2
23	COc1ccc(-c2cc(C(=O)N3CCN(C(=O)c4ccccc4NCc4cccs4)CC3)nc3cc(-c4ccccc4)nn23)cc1	105.9	92.5	108.3	84.0
24	COc1ccc(/C=N/N=C2/C(=O)Nc3ccc(OC)cc32)c(OC)c1	100.6	120.3	112.4	107.6
25	CC(=O)Nc1cccc(Nc2nc(N[C@H](C)c3ccccc3)c3ccccc3n2)c1	78.8	80.5	58.6	65.5
26	Clc1ccc2c(c1)N(CCCN1CCCC1)c1ccccc1S2	57.8	42.6	85.8	-36.5*
27	C#Cc1ccc(-n2c(/C=C/c3ccc(OC)c(F)c3)nc3ncccc3c2=O)cc1	92.2	106.2	88.8	105.9
28	C=CCn1c(SCC(=O)Nc2ccccc2)nnc1-c1ccc(Cl)cc1	91.4	92.8	115.5	80.8
29	NS(=O)(=O)c1ccc(Nc2nc(N/N=C/C=C/c3ccccc3)nc(Nc3ccccc3)n2)cc1	18.9	39.7	79.2	66.4
30	COc1cc(-c2cn(-c3ccc(/C=C/C(=O)c4cc(-c5cccc(Cl)c5)ccc4O)cc3)nn2)cc(OC)c1OC	86.5	x	97.6	76.5

no.	BT-549	MALME-3M	LOX IMVI	SK-MEL-2
21	9.2*	42.7	25.1	21.3
22	63.6	x	-70.8*	x
23	100.8	120.7	94.6	99.0
24	114.4	110.6	98.8	107.2
25	x	71.3	45.6	73.6
26	66.5	7.6*	-52.5*	74.0
27	96.5	84.0	98.1	92.1
28	119.2	90.1	92.5	x
29	65.9	50.7	27.3	45.0
30	93.1	113.8	88.3	111.7

# New compounds follow:
no.	compound	T-47D	HS 578T	UACC-257	UACC-62
31	CN(C)c1ccc(C(=O)Nc2nccs2)cc1	80.6	92.6	108.5	81.0
32	CCCCCCCc1nc2c(c(=O)n(C)c(=O)n2C)n1C	79.9	92.0	92.1	82.0
33	COc1ccc(/C(C)=C(\c2ccc(OCCN3CCCCCC3)cc2)c2ccc(OC(=O)c3ccccc3)cc2)cc1	43.4	35.9	-15.5*	19.1
34	COc1ccc(C2=Nc3c(N)nc(N)nc3NC(c3ccc(Oc4nc(NCCO)nc(N5CCOCC5)n4)c(OC)c3)C2)cc1 (configuration not stated)	87.7	89.3	111.3	108.9
35	N#C/C(=C\c1cccc(C#N)c1)C(=O)c1ccccc1	106.3	93.2	105.5	99.1
36	O=C1c2ccccc2C(=O)N1/N=C/c1ccccc1Cl	98.1	120.9	89.6	114.2
37	CCC(C)(C)c1ccc(OCCCCN2CCN(c3ccncc3)CC2)cc1	-41.6*	20.2	37.5	-74.5*
38	CP(C)(=O)O[C@@H]1C(=O)N(c2cc3c4ccccc4ccc3c3ccccc23)[C@H]1c1ccc(F)cn1	62.5	89.0	83.8	63.8
39	Cc1nnc2c3nnc(-c4ccccc4C(=O)O)n3c3ccccc3n12	102.1	103.9	94.7	96.6
40	Cc1cc(Cl)nc(Cl)c1C#N	85.7	100.2	118.6	103.1

no.	BT-549	MALME-3M	LOX IMVI	SK-MEL-2
31	101.2	97.2	89.8	104.9
32	93.3	112.7	96.4	102.2
33	63.6	22.7	-51.0*	54.6
34	94.6	99.8	x	110.3
35	110.6	116.0	93.8	107.4
36	109.5	107.9	95.5	101.6
37	27.0	-85.0*	-76.8*	63.2
38	101.1	112.2	76.8	90.5
39	128.4	112.5	100.6	x
40	103.4	105.5	106.7	110.1

# The results go on.
no.	compound	T-47D	HS 578T	UACC-257	UACC-62
41	COC(=O)/C(Br)=C/c1c[nH]c2ccc(Br)cc12	72.0	100.2	88.0	68.0
42	O=C(O)c1cc(O)c(O)c(Cl)c1	102.6	116.0	104.2	86.0
43	N#Cc1cnn(C(=O)c2nn(-c3ccc(Cl)cc3)cc2O)c1N	3.3*	75.9	19.0	5.8*
44	CCOc1cc2c(c(O)c1OCC)C(=O)N[C@@H]1[C@@H](O)[C@@H](O)[C@H](O)C[C@@H]21	90.4	89.9	99.8	93.0
45	Nn1c(NN=Cc2cc(-c3ccccc3)cs2)n[nH]c1=S	99.9	77.8	108.3	87.3
46	COC(=O)Cc1cc(O)cc2oc(-c3cc(OC)cc(OC)c3)cc(=O)c12	131.5	99.1	98.1	98.5
47	CS(=O)(=O)c1ccc(/C=C\C(=O)O)cc1	103.0	81.7	99.7	111.1
48	CCc1c(OC)cc(OC)c(OC)c1O	106.5	105.7	x	x
49	c1ccc(CCn2cccc2)nc1	94.7	120.1	108.2	97.9
50	N#C/C(=C\c1ccc(Cl)s1)c1cc2ccccc2[nH]1	46.1	87.2	108.7	71.4

no.	BT-549	MALME-3M	LOX IMVI	SK-MEL-2
41	88.7	95.2	62.0	88.7
42	96.8	110.6	99.5	111.3
43	x	x	8.9*	1.9*
44	100.4	101.9	98.5	109.4
45	x	115.1	105.1	105.0
46	83.9	98.2	98.5	94.7
47	101.9	x	98.0	109.3
48	102.5	98.3	96.9	118.1
49	106.5	113.7	98.6	100.6
50	98.1	107.7	91.0	91.6

# Later entries.
no.	compound	T-47D	HS 578T	UACC-257	UACC-62
51	C[C@]1(CCC(=O)O)C(=O)CC[C@@H]2[C@@H]1CC[C@@]1(C)[C@H]2CC[C@]1(C)O	111.2	x	94.0	103.3
52	COc1ccccc1-c1ccc2c(N)c(C(=O)c3ccc4c(c3)OCO4)sc2n1	x	87.6	81.4	42.0
53	Cc1cc(NS(=O)(=O)c2ccc(N3C(=O)/C(=C/c4coc5ccccc5c4=O)N=C3c3ccccc3)cc2)no1	103.8	95.7	99.4	x
54	O=C(Nc1ccc(Cc2ccc(NC(=O)Nc3cccnc3)cc2)cc1)Nc1cccnc1	83.7	95.5	106.4	102.7
55	COc1ccc(-c2ccc(-c3ccc(C(=N)N)cc3)s2)cc1OC	75.9	97.9	109.2	91.0
56	Nc1nc(SC/C=C/CCl)c2[nH]cnc2n1	92.9&108.2	125.2&111.9	102.0&94.7	104.9&104.4
57	NC(=O)c1c(NC(=S)Nc2ccc(OC(F)(F)F)cc2)sc2c1CCC1(C2)OCCO1	86.0	79.5	97.1	77.1
58	O=C1OC(c2ccccc2)(c2ccc(O)cc2)c2ccccc21 (configuration not stated)	99.8	99.5	109.5	93.6
59	O=C(N/N=C/c1ccc2c(c1)CCC2)c1ccccc1[N+](=O)[O-]	x	90.1	92.1	81.1
60	O=C(c1ccccc1)C(NCCO)c1ccccc1 (configuration not stated)	66.7	97.0	85.6	87.8

no.	BT-549	MALME-3M	LOX IMVI	SK-MEL-2
51	106.5	128.1	98.5	106.5
52	71.4	48.2	58.0	x
53	102.8	x	99.8	107.7
54	81.9	61.5	94.2	88.5
55	95.9	91.6	x	104.4
56	126.5&103.4	92.3&114.2	102.9&103.4	95.0&120.5
57	93.8	109.1	98.0	93.9
58	102.9	131.5	94.8	110.8
59	96.1	85.4	88.4	92.7
60	74.2	96.7	99.4	64.3

# Record cards (already shown). Order of values: T-47D | HS 578T | UACC-257 | UACC-62 | BT-549 | MALME-3M | LOX IMVI | SK-MEL-2
# Cc1nnc2c3nnc(-c4ccccc4C(=O)O)n3c3ccccc3n12 across the screens: 102.1 | 103.9 | 94.7 | 96.6 | 128.4 | 112.5 | 100.6 | x
# CNC(=O)c1cccc(Cn2nc(C)c(NC(=O)c3ccc(COc4ccc(C(F)(F)F)cc4C)cc3)c2C)n1 across the screens: 7.5* | 87.7 | 20.7 | 63.0 | 22.1 | 83.8 | 55.2 | 50.5

# Ordered by length of the SMILES (highest first): 13 of the compounds above
no.	compound	T-47D	HS 578T	UACC-257	UACC-62
51	C[C@]1(CCC(=O)O)C(=O)CC[C@@H]2[C@@H]1CC[C@@]1(C)[C@H]2CC[C@]1(C)O	111.2	x	94.0	103.3
57	NC(=O)c1c(NC(=S)Nc2ccc(OC(F)(F)F)cc2)sc2c1CCC1(C2)OCCO1	86.0	79.5	97.1	77.1
54	O=C(Nc1ccc(Cc2ccc(NC(=O)Nc3cccnc3)cc2)cc1)Nc1cccnc1	83.7	95.5	106.4	102.7
52	COc1ccccc1-c1ccc2c(N)c(C(=O)c3ccc4c(c3)OCO4)sc2n1	x	87.6	81.4	42.0
46	COC(=O)Cc1cc(O)cc2oc(-c3cc(OC)cc(OC)c3)cc(=O)c12	131.5	99.1	98.1	98.5
59	O=C(N/N=C/c1ccc2c(c1)CCC2)c1ccccc1[N+](=O)[O-]	x	90.1	92.1	81.1
55	COc1ccc(-c2ccc(-c3ccc(C(=N)N)cc3)s2)cc1OC	75.9	97.9	109.2	91.0
45	Nn1c(NN=Cc2cc(-c3ccccc3)cs2)n[nH]c1=S	99.9	77.8	108.3	87.3
47	CS(=O)(=O)c1ccc(/C=C\C(=O)O)cc1	103.0	81.7	99.7	111.1
56	Nc1nc(SC/C=C/CCl)c2[nH]cnc2n1	92.9&108.2	125.2&111.9	102.0&94.7	104.9&104.4
60	O=C(c1ccccc1)C(NCCO)c1ccccc1 (configuration not stated)	66.7	97.0	85.6	87.8
48	CCc1c(OC)cc(OC)c(OC)c1O	106.5	105.7	x	x

no.	BT-549	MALME-3M	LOX IMVI	SK-MEL-2
51	106.5	128.1	98.5	106.5
57	93.8	109.1	98.0	93.9
54	81.9	61.5	94.2	88.5
52	71.4	48.2	58.0	x
46	83.9	98.2	98.5	94.7
59	96.1	85.4	88.4	92.7
55	95.9	91.6	x	104.4
45	x	115.1	105.1	105.0
47	101.9	x	98.0	109.3
56	126.5&103.4	92.3&114.2	102.9&103.4	95.0&120.5
60	74.2	96.7	99.4	64.3
48	102.5	98.3	96.9	118.1

no.	compound	T-47D	HS 578T	UACC-257	UACC-62
49	c1ccc(CCn2cccc2)nc1	94.7	120.1	108.2	97.9

no.	BT-549	MALME-3M	LOX IMVI	SK-MEL-2
49	106.5	113.7	98.6	100.6
